# KB-3-1 tox: kills parental KB-3-1 adenocarcinoma cells | 1.4% of 400,000 active | Potency, µM (titrated, usually from 46.1 µM), for inactives: at the top dose activity change, negative = cytotoxic, actives largely listed as cytotoxic | AID 1347075 | KB-3-1 viability, CellTiter-Glo ATP luminescence, 72 h; note: potency is the fitted concentration of half-maximal effect; % is set by controls: 0 for no effect and ±100 for the full control effect; nearly all actives have a fitted effect of over 60% in size
#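 72 h, 37 °C compound treatment of KB-3-1 parental cells; CellTiter-Glo added, 10 min, luminescence read. Data corrected against DMSO-only plates and normalized before curve fitting.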
# HT1080-NT tox: kills 2HG-producing HT-1080-NT fibrosarcoma cells. HT-1080-NT fibrosarcoma viability, CellTiter-Glo ATP luminescence, 48 h. Potency, µM (highest dose often 46.1 µM), for the others: at the highest dose activity, negative = less viability, usual class: cytotoxic. AID 686970. 1.6% of 360,000 active;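 note: NT is the 2HG producing partner of a matched IDH1 knockdown line; potency is the fitted concentration of half-maximal effect; 0% = DMSO-treated cells and -100% = media-only wells without cells; nearly all actives have a fitted effect of over 55% in size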
#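 750 cells/well, RPMI + 5% FBS; 2 h settle, compound pin-transfer, 48 h at 37 degrees C. CellTiter-Glo 10 min RT, luminescence. Normalized to DMSO and media-only wells.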
# IL1B secr inh: inhibitors of inflammasome signaling (IL-1 beta secretion); THP-1 LPS/ATP IL-1B secretion, AlphaLISA, 16 h; stronger effect = lower value; activity change, % at 57.5 µM; 4.7% of 360,000 active; in the data active = activity change below about -50%; inconclusive = mostly about -30% to -49%; note: % is set by controls: 0 for no effect and ±100 for the full control effect
#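 Secreted IL-1B measured by AlphaLISA bead assay after 16 h compound exposure of THP-1 cells; compounds (final up to 57.5 uM) added 1 h before LPS (250 ng/mL) and ATP (1.25 mM) stimulation; lower signal means less secretion.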
# SW480 rerep: induces DNA re-replication in SW480 colon adenocarcinoma cells. SW480 DNA re-replication, Hoechst DNA content imaging, 48 h. Potency, µM (doses to about 46.1 µM), inactives show at the top dose re-replication activation, usual class: activators. 1.8% of 340,000 active. AID 624297; note: potency is the fitted concentration of half-maximal effect; % of control where 0% means no effect; nearly all actives have a fitted effect of over 55% in size
#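 Cells (250 per well) received 23 nL compound or DMSO by pin tool and were kept 48 hr at 37 C, 5% CO2. Nuclei were then stained with Hoechst for 40 min and scanned for DNA content.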
# HT1080 IDH1KD tx: HT-1080 IDH1 knockdown cell toxicity (counter line) | HT-1080 IDH1 knockdown viability, ATP luminescence, 48 h | 2% of 360,000 active | AID 686971 | Potency, µM (doses to about 46.1 µM), for the others: at the top dose activity, negative = toxicity, hits mostly cytotoxic;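 note: potency is the fitted concentration of half-maximal effect; 0% = DMSO wells and -100% = cell-free medium wells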
#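 Cytotoxicity counter-line: IDH1KD HT-1080, 48 h, CellTiter-Glo. Curves classed by r2, magnitude and activity.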
# KB-V1 MDR tox: kills drug-selected multidrug resistant KB-V1 cells. KB-V1 MDR cells viability, CellTiter-Glo, 72 h. AID 1347076. 3.4% of 400,000 active. Potency, µM (highest dose often 46.1 µM), without a hit: at the highest dose activity change, negative = cytotoxicity, most hits filed as cytotoxic; note: potency is the fitted concentration of half-maximal effect; % is set by controls: 0 for no effect and ±100 for the full control effect; nearly all actives have a fitted effect of over 60% in size
#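 KB-V1, DMEM (no phenol red) + 10% FBS; cpd pin-transferred, titration series; 72 h, 37 degrees C; CellTiter-Glo, luminescence. Data normalized, curve-fit.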
# MCF10A rerep: induces DNA re-replication in MCF 10a normal breast cells. MCF 10A DNA re-replication, Hoechst nuclear intensity, 48 h. Potency, µM (titrated, usually from 46.1 µM), for inactives: at the highest dose activity, positive = re-replication, actives largely listed as activators. 2.9% of 350,000 active; note: potency is the fitted concentration of half-maximal effect; % of control where 0% means no effect; nearly all actives have a fitted effect of over 50% in size
# ATXN2 expr inh: inhibitors of ATXN2 expression. HEK-293 ATXN2-luciferase reporter, luminescence, 24 h. Potency, µM (titrated, usually from 57 µM), without a hit: at the top dose activity change, negative = inhibition, usual class: inhibitors. AID 1745845. 0.72% of 360,000 active; note: potency is the fitted concentration of half-maximal effect; % is set by controls: 0 for no effect and ±100 for the full control effect; nearly all actives have a fitted effect of over 55% in size
#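 ATXN2-luciferase reporter cells (luciferase flanked by upstream and downstream ATXN2 gene portions) were treated 24 h at 37 °C with compounds at up to 57 uM. SteadyGlo luminescence gave expression; GF-AFC fluorescence gave viability.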
# S2 tox: viability counter-screen for ATXN expression inhibitors. S2 cells (HEK-293 line with an ATXN2-luciferase reporter) viability, CellTiter-Fluor protease fluorescence, 24 h. 0.49% of 400,000 active. Potency, µM (titrated, usually from 56.7 µM), actives largely listed as cytotoxic; note: potency is the fitted concentration of half-maximal effect; nearly all actives have a fitted effect of over 40% in size
# Active calls of the source: *; i = inactive; ? = inconclusive; . = no result given; & = joins results of further samples; [ ] = another dose, or the depositor's remark. Unless noted, calls come from the whole dose curve; as a rule, active = well fitted curve in the direction sought with a large enough effect; inconclusive = small, poorly fitted or top-dose-only effect, or another doubt; inactive = no such curve, though single readings can be large; an effect the other way counts as inactive or inconclusive.
SMILES,KB-3-1 tox,HT1080-NT tox,IL1B secr inh,SW480 rerep,HT1080 IDH1KD tx,KB-V1 MDR tox,MCF10A rerep,ATXN2 expr inh,S2 tox
O=C(N/N=C\c1ccccc1)c1ccccc1-n1cccc1,1%,11%,0,-5%,5%,-3%,-5%,-13%,i
Cc1ccc(C)c(NCC(O)c2ccccc2)c1 (stereo not drawn),13%,-2%,-19,-3%,-1%,-11%,5%,6%,i
CCN(c1ccccc1)S(=O)(=O)c1cccc(C(=O)Nc2cccc(C)n2)c1,2%,-16%,-4,.,-10%,?,.,.,i
Cn1cccc1CC(=O)NNC(=S)Nc1ccc(Cl)cc1,0%,3%,-1,-6%,16%,-1%,-1%,2%[11.3 µM],i
CCOc1ccccc1OCC(=O)Nc1cc(S(=O)(=O)N2CCCCC2)ccc1N1CCN(CC)CC1,2%,-3%,-27,16%,-2%,?,5%,-5%,i
O=S(=O)(c1ccc(F)cc1)N1CCN=C1SCc1cccnc1,-5%,4%,21,3%,0%,-3%,13%,.,i
COc1ccc(-c2sc(Nc3ccccc3)n[n+]2-c2ccc(F)cc2)c(C)c1C,-19%,?,-11,-16%,-25%,-1%,0%,-24%,i
CC(=O)c1csc(Nc2ccccc2Cl)n1,8%,1%,-13,8%,6%,8%,0%,13%,i
CN(C1CCCCC1)S(=O)(=O)c1ccc(S(=O)(=O)N2CCN(C(=O)c3ccccc3F)CC2)cc1,-2%,0%,?,2%,4%,-9%,27%,-25%,i
Cc1ccccc1N(C(=O)c1csnn1)C(C(=O)NC(C)(C)C)c1ccncc1 (stereo not drawn),2%,8%,0,-29%,5%,5%,-3%,-10%,i
COc1ccc(OC)c(S(=O)(=O)N2CCC(C(=O)NC3CCCCC3)CC2)c1,9%,11%,18,2%,-3%,-37%,-1%,5%,i
CCn1c(-c2ccc3ncccc3c2)n[nH]c1=S,14%,1%,0,-26%,-1%,-24%,0%,.,.
O=C(c1ccc2c(c1)OCO2)c1cn(Cc2ccc(F)cc2)c2ccccc2c1=O,-6%,.,.,.,.,0%,.,-20%,i
Cc1cccc(C(C)C)c1NC(=O)c1ccc(OCC2CCCO2)cc1 (stereo not drawn),.,-1%,4,-3%,0%,.,?,-5%,i
Cc1nc2ccccc2n1C1CCN(CC(=O)NCc2ccc(F)cc2)CC1,-23%,2%,-2,0%,-26%,?,-7%,-6%,i
CCC(Sc1ncccc1C(=O)O)C(=O)N1CCOCC1 (stereo not drawn),10%,1%[9.24 µM],0,-2%,-3%,3%,5%,2%,i
O=C(N1CCCCC1)C1(c2ccccc2)CCCCC1,-1%,5%,7,-6%,0%,17%,0%,-5%,i
OC(COC(c1ccc(F)cc1)c1ccc(F)cc1)CN1CCCC(C(F)(F)F)C1 (stereo not drawn),9%,0%,5,0%,8%,-4%,0%,-8%,i
Cc1ccc(C2CC2C(=O)NNC(=S)Nc2cccc(C)c2)cc1 (stereo not drawn),-1%,-23%,16,?,-10%,16µM*,?,2%,i
COC(=O)c1cc(OC)c(OC)cc1NC(=O)c1cc(C(C)(C)C)oc1C,-14%,?,33,-3%,8%,-18%,4%,1%,i
CC(C)c1ccc(NC(=O)Cn2ncn3c(cc4ccccc43)c2=O)cc1,5%,-7%,65,12%,0%,0%,?,5%,i
Cc1cn2c(N)c(C=C3C=C(Cl)C(=O)C(Cl)=C3)c(=O)nc2s1,2%,8%,63,-1%,2%,?,18%,-25%,.
O=C(O)c1cc(N2C(=O)C3CC=CCC3C2=O)ccc1NCc1cccnc1 (stereo not drawn),-2%,10%,8,-1%,7%,16%,-1%,-2%,i
COc1cc(NC(=O)CC(C)S(=O)(=O)c2cc3c(cc2C)NC(=O)CO3)cc(OC)c1OC (stereo not drawn),8%,3%,2,-9%,16%,10%,?,4%,i
COc1ccccc1CC(=O)N(Cc1ccccc1)c1cccc(C)c1,-33%,-1%,-22,25%,-5%,-4%,24%,-6%,i

# Molecules listed so far that have a tert-butyl group (2):
SMILES,KB-3-1 tox,HT1080-NT tox,IL1B secr inh,SW480 rerep,HT1080 IDH1KD tx,KB-V1 MDR tox,MCF10A rerep,ATXN2 expr inh,S2 tox
Cc1ccccc1N(C(=O)c1csnn1)C(C(=O)NC(C)(C)C)c1ccncc1 (stereo not drawn),2%,8%,0,-29%,5%,5%,-3%,-10%,i
COC(=O)c1cc(OC)c(OC)cc1NC(=O)c1cc(C(C)(C)C)oc1C,-14%,?,33,-3%,8%,-18%,4%,1%,i

# More results follow.
SMILES,KB-3-1 tox,HT1080-NT tox,IL1B secr inh,SW480 rerep,HT1080 IDH1KD tx,KB-V1 MDR tox,MCF10A rerep,ATXN2 expr inh,S2 tox
Cc1ccc(NC(=O)CSc2nc3ccccc3c3nc(CCn4cncc4C)nn23)c(C)c1,8%&14%,8%,-2,13%,5%,?,4%,-13%&-8%,?
COC(=O)c1sc(N2C(=O)c3oc4cc(C)c(C)cc4c(=O)c3C2c2ccccc2F)nc1C (stereo not drawn),9%,.,.,.,.,17%,.,4%,i
CCOc1ccc(S(=O)(=O)N2CCCC(C(=O)Nc3cccc(C)c3)C2)cc1 (stereo not drawn),-8%,11%,-18,1%,0%,?,2%,-18%,i
CC(C)C(=O)N1CCCC1(C)C(=O)N(C)Cc1cccc2ccccc12 (stereo not drawn),21%,20%,15,.,18%,-13%,.,-2%,i
O=C(Nc1ccc(N2CCN(C(=O)c3ccco3)CC2)cc1)c1ccccc1F,-23%,-2%,-24,14%,2%,?,2%,8%,i
O=C1/C(=C\c2cccnc2)Sc2ccccc21,0%,?,-26,30%,?,6%,?,18%,i
COc1ccc(CCNc2nc3c(-c4cccc(C(F)(F)F)c4)nnn3c3ccccc23)cc1OC,0%,.,.,.,.,15%,.,0%,i
COc1ccccc1NC(=O)NCCc1ccccc1,2%,12%,-24,-12%,21%,24%,-18%,-16%,?
CCOC(=O)N1CCC(NC(=O)c2ccc(N3CCC4(CC3)OCCO4)c([N+](=O)[O-])c2)CC1,6%,2%,-3,.,-13%,?,.,-14%,i
O=C(NC1CCCCC1)N1CCCC1,1%,-3%,-11,-5%,3%,25%,-3%,1%,i
O=C(Cn1c2ccccc2c(=O)c2ccccc21)Nc1cccc(F)c1,1%,-3%,13,18µM*,-7%,1%,12µM*,.,i
O=C1CC(C(=O)O)S/C(=N\NC(=O)c2ccc(F)cc2)N1 (stereo not drawn),1%,13%,9,2%,4%,3%,3%,4%,i
O=C(COc1cccc(NC(=O)c2cccc([N+](=O)[O-])c2)c1)c1ccc(F)cc1,?,-23%,?,-2%,?,?,?,?,?
CCOC(=O)N1CCN(C(=O)c2ccc(Cl)c(S(=O)(=O)N3CCOCC3)c2)CC1,8%,10%,-20,-6%,-2%,1%,10%,-16%,i
CCC(C)c1ccc(O)c(NC(=O)c2ncn[nH]2)c1 (stereo not drawn),-13%,-21%,16,-1%,0%[9.24 µM],?,16%,3%,i
CNc1nc(N)c(C(=O)C23CC4CC(CC(C4)C2)C3)s1,-4%,-30%,-14,7%,?,6%,11%,-4%,i
O=C(CSc1nc2nn(-c3ccccc3)c(=O)c-2c2n1CCCCC2)c1ccc(O)c(O)c1,?,3%,74,?,16%,?,7%,7%,i
CCN1C(=O)[C@H]2[C@@H](c3ccc(OC)cc3)N[C@]3(CCCN(Cc4ccc(Cl)cc4)C3=O)[C@H]2C1=O,5%,-10%,13,.,-11%,?,.,-14%,i
c1cncc(-c2nc(-c3ccc4c(c3)OCO4)cs2)c1,0%,-14%,-2,?,-5%,4%,3%,41%[activator],i
O=C(CSc1nc2[nH]ncc2c(=O)n1-c1ccccc1)NCc1cccs1,3%,-8%,14,-17%,-4%,0%,-2%,-5%,i
COCc1cc(C)n(CC(=O)Nc2ccc(N3CCOCC3)c(Cl)c2)c(=O)c1C#N,-3%,1%,3,1%,?,20%,-2%,6%,i
COc1ccc(NC(=O)COc2ccc(N(C)S(=O)(=O)c3ccc(Cl)cc3)cc2)cc1OC,21µM*,-7%,-6,1%,-28%,0.92µM*,14%,?,?
COC(=O)c1ccc(NC(=O)C2CC(=O)N(c3cc(C)ccc3C)C2)cc1 (stereo not drawn),4%,-1%,18,-4%,-2%,0%,-1%,-5%,i
CC(CNC(=O)C(=O)NC(C)CCc1ccccc1)Cc1ccccc1 (stereo not drawn),8%,-14%,10,-2%,-16%,-9%,-17%,-2%,i
COc1ccc(CN(C)C(=O)c2cccc(NS(=O)(=O)c3ccccc3)c2)c(OC)c1,-3%,5%,-15,-9%,-7%,-1%,9%,-6%,i
# Other structures follow:
SMILES,KB-3-1 tox,HT1080-NT tox,IL1B secr inh,SW480 rerep,HT1080 IDH1KD tx,KB-V1 MDR tox,MCF10A rerep,ATXN2 expr inh,S2 tox
Cc1oc2cc(OC(C)C(=O)O)ccc2c(=O)c1Oc1ccccc1 (stereo not drawn),4%,-3%,5,-6%,-2%,8%,?,-9%,i
Cc1cc(OCC(=O)N(C)c2ccccc2)cc2c1C(=O)CC(C)(C)O2,1%,2%,-12,-138%[inhibitor],-19%,?,18%,32%,i
NC(=O)CSc1cn(Cc2cccc(F)c2)c2ccccc12,-29%,-23%,-8,10%,-10%,-13%,0%,-14%,i
Cn1c(SCc2ccccc2)nnc1-c1cccs1,3%,21%,?,-3%,24%,7%,-4%,19%,i
CC(=O)Nc1ccc(SCC(=O)c2cc(C)ccc2C)cc1,-4%,?,4,1%,?,-5%,2%,11%,i
COc1ccc(C)cc1N(CC(=O)NC1CCCC1)C(=O)Cn1nnc(-c2ccc(C)o2)n1,0%,16%,0,-53%[inhibitor],11%,-20%,25%,1%,i

# In a second layout: 3 of the compounds above
# Screens in order: KB-3-1 tox, HT1080-NT tox, IL1B secr inh, SW480 rerep, HT1080 IDH1KD tx, KB-V1 MDR tox, MCF10A rerep, ATXN2 expr inh, S2 tox
NC(=O)CSc1cn(Cc2cccc(F)c2)c2ccccc12
  -29%, -23%, -8, 10%, -10%, -13%, 0%, -14%, i
Cn1c(SCc2ccccc2)nnc1-c1cccs1
  3%, 21%, ?, -3%, 24%, 7%, -4%, 19%, i
CC(=O)Nc1ccc(SCC(=O)c2cc(C)ccc2C)cc1
  -4%, ?, 4, 1%, ?, -5%, 2%, 11%, i

# High-throughput results as filed in PubChem.
